Screening data: PubChem, several laboratories
NPY-Y2 PAM-ag – NPY-Y2 potentiators or agonists, primary screen, cell-based; Neuropeptide Y receptor type 2 (Homo sapiens), P49146; cells expressing NPY-Y2, potentiator/agonist read-out; activation, % at 3.6 µM; 220,000 compounds, 0.45% hits; AID 1359, 2008; in the data active means activation above about 27%;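 further: cells stimulated with NPY near EC25 plus isoproterenol at EC100; 0% = vehicle plus submaximal agonist and 100% = vehicle plus saturating agonist; some results beyond the cut were filed as inactive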
Target sequence (P49146 whole entry, looked up): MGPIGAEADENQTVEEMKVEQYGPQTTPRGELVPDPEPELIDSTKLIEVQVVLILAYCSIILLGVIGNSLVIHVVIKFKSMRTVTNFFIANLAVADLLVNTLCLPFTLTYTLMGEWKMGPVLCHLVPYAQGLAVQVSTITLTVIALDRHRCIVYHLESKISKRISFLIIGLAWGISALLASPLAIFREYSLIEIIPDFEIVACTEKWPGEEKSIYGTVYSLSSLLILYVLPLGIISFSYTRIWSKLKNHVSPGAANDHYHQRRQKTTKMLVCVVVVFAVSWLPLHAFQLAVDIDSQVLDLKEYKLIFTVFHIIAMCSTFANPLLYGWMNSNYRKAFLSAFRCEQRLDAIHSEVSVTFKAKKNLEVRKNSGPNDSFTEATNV
Runt-SMMHC FRET – inhibitors of RUNX1 Runt–CBFb-SMMHC binding, primary screen, biochemical, FRET, Cerulean-Runt, Venus-CBFb-SMMHC, uHTS; Cerulean-Runt/Venus-CBFb-SMMHC FRET ratio 530/480, 1 h; 220,000 compounds, 0.74% hits; AID 1434, 2008; inhibition, % at 20 µM; Runt-related transcription factor 1 (Homo sapiens) + Core-binding factor subunit beta …;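 active means mean inhibition across duplicate retests at 20 µM reaching about 50%, limit read from the data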;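 further: 0% = DMSO wells and 100% = wells with excess untagged CBFb-SMMHC; inhibitors lower the FRET ratio by blocking Runt binding to CBFb-SMMHC; some results filed as inactive read as strong as hits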
NPY Y1 blocker – NPY-Y1 receptor antagonists, primary screen, cell-based; HEK293-CNG Y1 cells, membrane potential fluorescence; NPY at EC95, then isoproterenol; inhibition, % at 3.6 µM; 200,000 compounds, 1% hits;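 active means inhibition above the campaign mean inhibition of all tested compounds plus 3 SD, cut at about 20% in these data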;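 further: 0% = DMSO wells given NPY plus isoproterenol and 100% = isoproterenol alone without NPY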
Target sequence (P25929 whole entry, looked up): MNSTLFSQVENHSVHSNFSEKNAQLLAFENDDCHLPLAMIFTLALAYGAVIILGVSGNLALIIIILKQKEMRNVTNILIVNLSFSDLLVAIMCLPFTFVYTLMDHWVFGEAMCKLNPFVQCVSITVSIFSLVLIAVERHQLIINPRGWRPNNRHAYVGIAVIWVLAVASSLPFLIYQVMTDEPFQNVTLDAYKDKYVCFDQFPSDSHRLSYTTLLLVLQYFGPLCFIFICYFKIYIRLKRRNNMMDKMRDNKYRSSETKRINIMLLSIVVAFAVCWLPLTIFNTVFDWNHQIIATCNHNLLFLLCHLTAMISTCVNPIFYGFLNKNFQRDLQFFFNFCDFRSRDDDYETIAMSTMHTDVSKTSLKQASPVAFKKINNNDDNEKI
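material = HEK293 cells with Y1 receptor plus CNG channel | also added = NPY 25 nM then isoproterenol 1 µM plus Ro 20-1724 25 µM | schedule = dye 3 h, compound 60 min room temperature, stimulation 45 min | measured by = membrane potential fluorescence | benchmarks = high control isoproterenol alone, low control NPY with isoproterenol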
Hck-Nef inh – inhibitors of Nef-activated human Hck kinase, primary screen, biochemical, Z-Lyte FRET, 384-well, Hck-YEEI; inhibition, % at 20 µM; 220,000 compounds, 0.68% hits; AID 463187, 2010; Tyrosine-protein kinase HCK (Homo sapiens), P08631; Recombinant Hck-YEEI plus Nef, Z-Lyte FRET kinase assay;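 active means Hck-Nef kinase inhibition above about 50%, limit read from the data; inactive means inhibition below that limit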;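 further: 0% = DMSO with Hck plus Nef and 100% = Hck alone without Nef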
MDM2 E3 inh – MDM2-luciferase reporter signal enhancers, primary screen, MDM2 E3 ligase inhibitor project, cell-based, luminescence, 1536-well; E3 ubiquitin-protein ligase Mdm2 (Homo sapiens), Q00987; cell-based MDM2 ubiquitination luciferase reporter, 2 h; 0 = plate control, 100 = twice control, blank-subtracted; signal enhancement, % at 5 µM; 210,000 compounds, 0.11% hits;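 active means signal enhancement of 30% or more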;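 further: luminescence tracks abundance of the self-degrading MDM2-luciferase fusion protein; higher signal means inhibition of MDM2 E3 ligase activity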
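Buffer or medium: Cells held in DMEM | Assay system: Stable mammalian line carrying autodegrading MDM2–luciferase fusion reporter | Quantity: 2000 cells/well | Times: 4 h settle plus 2 h compound, 37 °C | Doses: One concentration, 5 µM, with 0.2% DMSO | Technique: Luminescence with SteadyLite reagent, 15 min at room temperature | Benchmarks: Plate controls and plate blanks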
RBBP9 inh – human RBBP9 inhibitors, primary screen, biochemical, fluorescence polarization, FP-Rh probe, HTS; Serine hydrolase RBBP9 (Homo sapiens), O75884; inhibition, % at 7.94 µM; 220,000 compounds, 0.2% hits; recombinant RBBP9;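 active means inhibition above the campaign mean of all tested compounds plus 3 SD, cut at about 14% in these data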;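 further: plate controls were DMSO wells with RBBP9 for no effect and wells lacking RBBP9 protein for full effect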
Target sequence (O75884 whole entry, looked up): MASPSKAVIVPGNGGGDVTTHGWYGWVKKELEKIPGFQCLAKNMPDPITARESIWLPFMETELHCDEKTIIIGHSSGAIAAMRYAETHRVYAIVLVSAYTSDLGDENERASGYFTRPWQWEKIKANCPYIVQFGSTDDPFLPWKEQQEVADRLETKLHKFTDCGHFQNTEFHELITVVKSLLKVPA
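Material: RBBP9 protein. Amount: RBBP9 at 2.5 µM in dispensed solution, before mixing. Schedule: 30 min then 45 min, 25 °C. Medium: Tris buffer pH 8.0, NaCl, Pluronic. Measured by: fluorescence polarization. Measure: percent inhibition from mP, scaled between DMSO and no-protein wells. Replication: one well per compound.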
Runt-CBFb FRET – inhibitors of RUNX1 Runt–CBFb binding, primary screen, biochemical, FRET, Cerulean-Runt, Venus-CBFb, uHTS; Runt-related transcription factor 1 (Homo sapiens) + Core-binding factor subunit beta …; Cerulean-Runt/Venus-CBFb FRET ratio 530/480, 1 h; inhibition, % at 20 µM; 220,000 compounds, 0.46% hits; AID 1496, 2009;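 active means inhibition over about 50% at 20 µM in the single-dose screen, limit read from the data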;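 further: 0% = DMSO wells and 100% = excess unlabeled CBFb competitor control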
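test system = Cerulean-tagged RUNX1 Runt domain (FRET donor) fusion protein | reagent = Venus-CBFb binding partner, 100 nM | incubation = protein complex preformed 1 h, compound exposure 1 h, room temperature, dark | detection = FRET fluorescence | read-out basis = loss of energy transfer signal | controls = 5 µM unlabeled CBFb as full-inhibition high control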
p97 ATPase inh – inhibitors of human p97 ATPase, primary screen, biochemical; recombinant p97 ATPase, Kinase-Glo ATP luminescence, 3 h; inhibition, % at 8 µM; 220,000 compounds, 0.42% hits; AID 1481, 2009; in the data active means inhibition above about 15%;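 further: 0% = DMSO vehicle and 100% = wells lacking enzyme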
NPY-Y1 PAM-ag – NPY-Y1 receptor potentiators or agonists, primary screen, cell-based. 220,000 compounds, 0.37% hits. activation, % at 3.6 µM. NPY-Y1 expressing cells, potentiator/agonist activation; in the data active means activation above about 33%, passing the limit was not always enough;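 further: cells stimulated with NPY at EC10 then isoproterenol at EC100; 0% = low agonist plus stimulus and 100% = saturating agonist plus stimulus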
Active calls of the source: *; . = not tested or not shown.

SMILES	NPY-Y2 PAM-ag	Runt-SMMHC FRET	NPY Y1 blocker	Hck-Nef inh	MDM2 E3 inh	RBBP9 inh	Runt-CBFb FRET	p97 ATPase inh	NPY-Y1 PAM-ag
CCC(C)(C(=O)NC1CCCC1)N(C(C)=O)c1ccc(C)cc1 (stereo unspecified)	-4	-2	-2	-2	-18	-5	-1	-5	-6
Cc1ccc2cc(CN(CC3CCCO3)C(=O)C(C)C)c(=O)[nH]c2c1 (stereo unspecified)	-5	-2	2	-4	4	0	-1	-3	-12
COc1ccc(S(=O)(=O)CCC(=O)NC2CCCCC2)cc1	2	2	10	-1	-8	-6	-1	4	-2
Cc1cccc(N2C(=O)/C(=C/c3cccnc3)SC2=S)c1	-5	1	.	23	-10	-9	2	3	27
CCOC(=O)Cn1c(C)[n+](CC(=O)c2ccccc2)c2ccccc21	-12	0	.	11	-19	-4	2	6	7
CCOc1ccc(Br)cc1S(=O)(=O)Nc1ccc(C(=O)OCC(=O)N(C)c2ccccc2)cc1	16	1	-5	2	6	-8	21	3	26
COC(=O)c1ccc(=O)c2nc3/c(=C/O)c(O)cc(=O)c3[nH]c12	-3	52	.	14	-9	8	15	5	14
COCC(=O)Nc1ccccc1C(=O)NC(C)C	-8	-2	-2	-1	3	-12	0	-5	6
COc1ccccc1C(=O)Nc1ccc(S(=O)(=O)Nc2cc(C)on2)cc1	-6	0	4	2	-2	-1	-1	4	19
CC(O)CN1C(=O)C(CC(=O)Nc2ccc(Cl)cc2)SC1=Nc1ccccc1 (stereo unspecified)	19	18	-5	-2	-17	-3	2	-9	11
c1ccc2[nH]c(CN3CCCCCC3)nc2c1	-11	-2	-5	7	-10	-6	3	-2	-15
COc1ccccc1NC(=O)NCCN1CCN(C(=O)Nc2ccccc2OC)CC1	3	1	2	25	-7	5	0	2	4
O=C(O)/C=C/C(=O)Nc1ccccc1C(=O)Nc1ccccc1	7	1	-8	-2	-23	0	5	3	-7
Oc1c(Cl)cc(Cl)cc1/C=N/c1nccs1	7	-112	2	0	-5	-2	-33	4	6
COc1ccc(-c2cc(C(=O)N/N=C/c3ccc(OC)c(COCC(F)(F)C(F)F)c3)c3ccccc3n2)c(OC)c1	-12	-7	-7	1	-11	0	-3	6	-5
COC(=O)C(NC(=O)c1ccc(C)cc1)(Nc1cccc(C)n1)C(F)(F)F (stereo unspecified)	-13	1	4	2	.	-9	-2	-4	-7
CCc1cc2c(COC(=O)c3c(C)noc3C)cc(=O)oc2cc1O	-11	86*	11	-23	0	-3	51*	0	-43
O=C(CSc1nnc(-c2ccc(S(=O)(=O)N3CCCC3)cc2)o1)NCc1ccccc1	-10	-6	4	8	-2	-1	-5	-3	-19
CCn1c(NCc2cc(OC)ccc2OC)nc2ccccc21	-17	-4	8	-1	-4	-8	-2	-7	-49
COCCCNc1oc(COc2ccc(Cl)cc2Cl)nc1C#N	-15	23	3	2	-7	-6	0	0	-18
CCSc1nnc(-c2ccc(Cl)cc2)c2ccccc12	-7	0	1	0	-22	-9	-4	4	0
O=C1CSC(c2ccccn2)N1c1cccc(Cl)c1 (stereo unspecified)	12	-1	3	-11	-10	-11	1	1	-9
CCOc1ccc(Oc2ccc(NC(=O)[C@@H](NC(N)=O)[C@@H](C)CC)cc2)cc1	1	2	.	2	.	-12	3	-6	3
O=C1NC(c2ccccc2)=C(c2nc3ccccc3s2)C(c2ccc(O)cc2)N1 (stereo unspecified)	-8	-7	-3	7	-18	0	-1	6	18

Quoted from the results shown (two entries):
SMILES	NPY-Y2 PAM-ag	Runt-SMMHC FRET	NPY Y1 blocker	Hck-Nef inh	MDM2 E3 inh	RBBP9 inh	Runt-CBFb FRET	p97 ATPase inh	NPY-Y1 PAM-ag
CCOc1ccc(Oc2ccc(NC(=O)[C@@H](NC(N)=O)[C@@H](C)CC)cc2)cc1	1	2	.	2	.	-12	3	-6	3
O=C1NC(c2ccccc2)=C(c2nc3ccccc3s2)C(c2ccc(O)cc2)N1 (stereo unspecified)	-8	-7	-3	7	-18	0	-1	6	18

Remaining list, next part
SMILES	NPY-Y2 PAM-ag	Runt-SMMHC FRET	NPY Y1 blocker	Hck-Nef inh	MDM2 E3 inh	RBBP9 inh	Runt-CBFb FRET	p97 ATPase inh	NPY-Y1 PAM-ag
CCn1nc(NC(=O)c2ccco2)c2cc3ccccc3nc21	-2	10	-2	20	-5	-10	9	0	-5
COC(=O)c1c(NS(=O)(=O)Cc2ccccc2)sc2c1CCCC2	-12	-4	9	1	-3	2	9	-4	-33
COCCCNc1nc2nonc2nc1N1C[C@H]2CC[C@H]1C2	10	13	2	1	-2	-5	5	5	5
CC(C(=O)Nc1ccc(S(=O)(=O)N2CCOCC2)cc1)N1C(=O)C2CC=CCC2C1=O (stereo unspecified)	-2	-1	1	10	-2	-10	0	-7	-3
NC(=O)N/N=C/c1c(F)cccc1F	4	-6	3	4	-7	-7	2	-1	-9
CN(C)CCNC(=O)c1c(O)c2c([nH]c1=O)CCCC2	9	2	1	2	29	-2	0	3	9
O=C(NCCN1CCOCC1)c1cc(-c2ccco2)on1	5	0	21*	6	9	-14	1	-1	4
c1ccc(-c2nccnc2-c2ccccc2)cc1	-23	0	.	10	-8	-13	2	-4	-11
O=C(NNc1c2ccccc2nc2ccccc12)c1ccccc1O	16	48	-9	58*	2	-2	14	10	32
NNc1nc(-c2ccccc2)cs1	6	10	-1	24	0	8	29	6	6
O=C1c2ccccc2NC(c2ccccc2)N1CCCN1CCOCC1 (stereo unspecified)	2	5	.	5	-69	-3	1	-2	8
COc1ccc(-n2c(C)nc3c(cnn3-c3ccc(C)c(C)c3)c2=O)cc1	2	1	-3	18	-11	-6	-6	-2	15
COc1ccc(/C=C(/NC(C)=O)C(=O)O)cc1	-5	1	2	0	7	-6	2	-3	-4
COc1ccc(/C(C)=N/NC(=O)CNC(=O)Cc2ccccc2)c(OC)c1	-10	-6	.	-1	-12	-3	-1	8	-2
O=C(NC1CCCCC1)C1(c2ccccc2)CC1(Cl)Cl (stereo unspecified)	7	-3	13	0	-7	-9	-2	-1	-19
CC(C)NC(=O)C(=O)NCCN1CCN(C(=O)c2ccc(C(C)(C)C)cc2)CC1	4	-1	-4	-7	-11	-1	-2	2	-14
CC1(CCc2ccccc2)NC(=O)N(CC(=O)Nc2ccc3c(c2)OCCO3)C1=O (stereo unspecified)	3	0	-2	3	-5	-3	0	0	15
COc1ccc(NC(=O)CSc2nc3c(c(=O)n2-c2ccc(F)cc2)SCC3)c(OC)c1	-12	2	5	17	-3	-4	-2	3	-23
O=C(CCN1CCN(c2ccccc2)CC1)NNC(=S)Nc1ccccc1	5	1	2	16	4	-1	3	7	14
O=C(NCCc1c[nH]c2ccccc12)C1CCC(Cn2c(=S)[nH]c3ccccc3c2=O)CC1 (stereo unspecified)	-12	-2	-3	0	-12	-16	-1	5	-7
CC(C)N(C)C(=O)CCc1nnc(CCc2c[nH]c3ccccc23)o1	-7	-1	3	-41	-9	4	-2	-2	-14
Cc1ccnc(SCC(=O)c2cc3ccccc3o2)n1	8	-4	-1	1	-4	1	9	6	3
O=C(c1cc(Cl)nc2ccccc12)N1CCc2ccccc2C1	-8	2	-7	12	6	-6	1	-7	-6
O=C(c1ccncc1)N1CCN(c2ccc(F)cc2)CC1	0	-1	-4	1	-22	0	2	0	12
CC1CN(CCCOc2ccc([N+](=O)[O-])cc2)CC(C)O1 (stereo unspecified)	-14	-5	-2	3	9	-10	-1	0	-9
Cc1nc(SCC(=O)NCCc2ccc(Cl)cc2)nc(C)c1C	-9	7	3	0	-9	0	-2	1	-1
CCOc1ccccc1NC(=O)C(C)CC (stereo unspecified)	9	-5	-2	20	-4	-1	1	-1	4
CN(Cc1ccccc1)C(=O)c1ccc(Cl)c([N+](=O)[O-])c1	9	0	3	3	7	-8	-1	2	-6
C/C(=N\NC(=O)C(N)=O)c1ccc(OC(F)F)cc1	4	1	-2	-1	-4	-3	1	5	13
COC(C(=O)N/N=C(\C)CC(=O)Nc1ccc(Cl)cc1C)c1ccccc1 (stereo unspecified)	8	1	8	22	4	-7	0	4	13
COC(=O)c1ccc(NC(=O)Nc2ccc(C)cc2)cc1	99*	-3	-8	-17	-13	-6	1	1	101*
CCCS(=O)(=O)N1CCN=C1SCc1cccnc1	-3	-1	-1	20	-23	-2	0	5	23
CCNCc1ccc(OCc2ccccc2F)c(OC)c1	-3	3	3	-16	-10	-7	-2	-4	-17
CCOC(=O)C(NC(C)=O)(Nc1ccc(S(=O)(=O)Nc2onc(C)c2C)cc1)C(F)(F)F (stereo unspecified)	-11	2	3	0	-17	-7	-3	0	-1
CN(Cc1cc2ccccc2[nH]c1=O)C(=O)c1cccs1	4	1	2	19	13	-1	2	6	-2
CCOc1ccc(S(=O)(=O)Nc2ccc(S(=O)(=O)N3CCCCC3)cc2)cc1	3	2	-4	-2	3	15*	1	-2	8
O=C(CN1CCCCC1)Nc1cccc(Oc2ccccc2)c1	-1	-4	3	3	7	0	1	0	13
N#Cc1cc2c(nc1SCc1ccccc1)CCCC2=O	-9	-4	8	8	-6	-11	1	5	-30
CC(O)c1cc2c(cc1NC(=O)c1cnn3c1NC(c1ccco1)CC3C(F)(F)F)OCO2 (stereo unspecified)	8	4	-4	7	-13	-9	3	-10	-12
CCOC(=O)C1=NN(C(=O)c2ccco2)C2(CC2)C1	0	4	-3	3	-11	-10	-2	3	-4
O=C(CSc1ccccc1)NCc1ccco1	8	0	3	8	-5	-8	-1	4	-9
Cc1ccc(OCC(=O)N/N=C/c2cccn2C)cc1C	-8	2	.	1	-22	-7	-3	-8	-10
